Source: PubChem BioAssay
Bcl-xL primary – Bcl-xL (human) inhibition | GST-Bcl-xL / FITC-Bim BH3 peptide fluorescence polarization | inhibition, % at 10.9 µM | 0.7% of 320,000 active | AID 2129;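 active means inhibition above the mean of all tested compounds plus 3 SD, cutoff set per campaign, cut at about 30% in these data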;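 further: 0% = DMSO wells and 100% = unlabeled Bim-BH3 peptide competitor; inhibitors lower millipolarization by displacing the labeled peptide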
Target sequence (Q07817 whole entry, looked up): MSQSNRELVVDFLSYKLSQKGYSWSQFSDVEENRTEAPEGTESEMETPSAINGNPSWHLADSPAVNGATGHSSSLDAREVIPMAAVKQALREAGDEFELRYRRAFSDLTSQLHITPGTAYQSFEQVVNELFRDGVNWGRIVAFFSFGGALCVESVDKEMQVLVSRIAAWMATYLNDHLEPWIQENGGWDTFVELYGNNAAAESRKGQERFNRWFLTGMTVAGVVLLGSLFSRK
CIT2-GFP yeast – modulators of TOR pathway CIT2-GFP in S. cerevisiae. S. cerevisiae CIT2-GFP strain, flow cytometry, 3 h; 100 means same as DMSO wells. GFP response vs DMSO, % at 10 µM. 0.065% of 320,000 active;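 active means GFP response relative to DMSO above a set limit, near the screen mean plus 3 SD, cut at about 150% in these data; inconclusive means Fewer than 70 cells measured for a yeast strain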;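 further: ratio of well median GFP fluorescence to mean of DMSO wells on the plate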
AGP1 TOR yeast – modulators of TOR pathway AGP1-GFP in S. cerevisiae; S. cerevisiae AGP1-GFP multiplex flow cytometry, 3 h; GFP as percent of DMSO wells; GFP response vs DMSO, % at 10 µM; 0.02% of 320,000 active; AID 2066;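 active means GFP response relative to DMSO above a set limit, near screen average plus 3 SD, cut at about 150% in these data; inconclusive means fewer than 70 cells counted for the yeast strain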;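 further: median GFP channel fluorescence of the gated AGP1 strain per well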
MCL1 BIM primary – MCL1-BIM-BH3 interaction inhibition (human); 0.68% of 320,000 active; Q07820; inhibition, % at 10.9 µM; GST-MCL1 / FITC-Bim-BH3 fluorescence polarization; AID 2057;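 active means inhibition above the mean inhibition of all tested compounds plus 3 SD, set per campaign, cut at about 40% in these data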;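 further: 0% = DMSO wells and 100% = unlabeled Bim-BH3 peptide control; higher means more loss of mP so more displacement of Bim peptide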
Target sequence (Q07820 whole entry, looked up): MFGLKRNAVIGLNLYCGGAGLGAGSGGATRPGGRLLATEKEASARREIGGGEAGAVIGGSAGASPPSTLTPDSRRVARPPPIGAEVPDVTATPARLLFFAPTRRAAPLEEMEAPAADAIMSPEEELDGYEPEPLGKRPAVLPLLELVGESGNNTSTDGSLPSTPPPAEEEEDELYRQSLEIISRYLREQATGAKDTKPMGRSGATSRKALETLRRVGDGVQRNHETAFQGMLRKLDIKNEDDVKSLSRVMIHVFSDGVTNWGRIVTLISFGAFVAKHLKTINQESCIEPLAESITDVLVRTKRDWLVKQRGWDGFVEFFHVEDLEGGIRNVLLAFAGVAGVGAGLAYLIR
Fam108B counter – blocks mouse Fam108B hydrolase in RBBP9 counter-screen; recombinant Fam108B, FP-Rh probe fluorescence polarization; AID 1947; 0.33% of 300,000 active; inhibition, % at 9.51 µM;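 active means inhibition above the screen mean inhibition plus 3 SD, computed separately per campaign, cut at about 18% in these data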;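 further: inhibitors lower polarization as less probe binds the enzyme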
GRK2 aptamer HTS – inhibitors of human GRK2 displacing RNA aptamer | 0.59% of 330,000 active | P25098 | inhibition of aptamer binding, % at 10 µM | bead flow cytometry, FAM-aptamer displacement from GRK2;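 active means inhibition of aptamer binding above 40%, roughly 3 SD of noise, on plates passing a quality check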;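 further: median bead fluorescence of bound FAM aptamer so fluorescent compounds give negative values; no value below 0 was filed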
GLD-1 TGE inh – GLD-1-TGE RNA interaction inhibition (C. elegans) | Q17339 | inhibition, % at 5.96 µM | purified GLD-1 + fluorescein TGE RNA, fluorescence polarization | 0.44% of 320,000 active | AID 2280;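 active means percent inhibition above a per-plate cutoff, the plate mean of test compounds plus 3 SD, cut at about 30% in these data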;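 further: 0% = DMSO wells with GLD-1 and probe and 100% = wells lacking GLD-1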
MEX-5 binding – C. elegans MEX-5 TCR-2 RNA binding activity | Q9XUB2 | MEX-5/FITC-TCR2 RNA binding, fluorescence polarization; active compounds read low | activity score (negative = inhibition of binding), % at 10 µM | 0.38% of 300,000 active | AID 1832;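 active means inhibition past about -25% in most replicates, and total fluorescence under double the plate's negative control median, limit read from the data; inconclusive means replicates evenly split on the limit, or fluorescence at least double controls; inactive means too little inhibition in most replicates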;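 further: 0% = DMSO and -100% = 5 µM competing unlabeled TCR2 RNA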
VLA-4 inh – inhibition in a human VLA-4 binding assay; P13612; VLA-4 expressing cells, ligand binding flow cytometry; inhibition, % (about 7 µM as worked out from the volumes in the protocol); 0.2% of 330,000 active; AID 2557; in the data active means inhibition above about 50%
Numbers without * were called inactive; ? = inconclusive; / = not tested or not shown. Not a hit list. Share with any hit: about 2.2%.

SMILES,MEX-5 binding,VLA-4 inh,CIT2-GFP yeast,Fam108B counter,MCL1 BIM primary,AGP1 TOR yeast,GLD-1 TGE inh,Bcl-xL primary,GRK2 aptamer HTS
CC(Sc1cccc[n+]1[O-])c1ccccc1 (centres undefined),-0.6,11,99,2,-2,98,-7,3,0
CCOC(=O)c1sc(N(Cc2ccccc2)C(=O)CCl)nc1C,0.8,11,84,7,11,92,-2,0,2
Cc1ccc(N(C)C(=O)N2CCN(S(=O)(=O)c3ccc(C)c(C)c3)CC2)cc1,1.0,1,118,-3,3,110,4,4,0
CCCCNC(=S)Nc1ccc(Cl)cc1,2.3,12,?,1,7,?,0,3,0
CN(C)Cc1ccc(CNC(=O)c2ccc(Cl)c(S(=O)(=O)NC3CC3)c2)cc1,/,-42,101,/,3,99,-2,3,1
O=C(Cn1ccc(NC(=O)OCc2ccccc2)nc1=O)NCCc1c[nH]c2ccccc12,/,0,91,/,-4,100,-1,-1,1
Cc1ccc(Cl)c(NC(=O)CN2CCNC(=O)C2)c1Cl,-0.7,6,87,-4,5,96,-3,-2,1
CN(c1ccc(OCC(=O)NC2CCC(O)CC2)cc1)S(=O)(=O)c1ccc(Cl)cc1 (centres undefined),/,-1,108,/,/,102,5,/,14
CC1(C)Cc2ccccc2C(N/N=C/c2ccc(Cl)cc2)=N1,-0.6,11,98,2,9,93,3,9,0
Cc1cc(NC(=O)CCCn2cc([N+](=O)[O-])cn2)n(Cc2ccc(F)cc2)n1,-4.3,-4,107,4,0,110,-3,1,1
Cc1c(C(=O)Oc2cccc3cccnc23)oc2ccccc12,-2.3,-2,81,1,4,95,1,1,4
CSc1nc(Sc2cccc(Cl)c2)c2ccccc2n1,-0.2,-3,99,0,-1,97,6,-2,0

(list continues)
SMILES,MEX-5 binding,VLA-4 inh,CIT2-GFP yeast,Fam108B counter,MCL1 BIM primary,AGP1 TOR yeast,GLD-1 TGE inh,Bcl-xL primary,GRK2 aptamer HTS
CN(C(=O)CSc1nnc(-c2ccc(F)cc2)c2ccccc12)C1CCS(=O)(=O)C1 (centres undefined),1.4,-5,97,-3,-1,99,-3,3,7
COc1cccc(S(=O)(=O)c2nc(C)c3c(n2)CCC3)c1,-1.8,-11,108,-2,6,97,0,9,2
O=C(NNC(=O)[C@@H]1CCCC[C@@H]1C(=O)O)Nc1ccccc1,3.8,3,101,0,-3,103,3,0,2
COc1ccc(NC(=O)c2nnn(CC(=O)Nc3ccc4c(c3)OCO4)c2N)c(OC)c1,3.2,8,100,1,4,105,-7,1,9
Cc1cc(C)n(-c2nnc(C)n2/N=C/c2cc(Br)ccc2OCc2ccccc2)n1,-2.7,-1,85,2,3,/,11,0,0
CC(=O)C1=NN(c2ccccc2)C(c2cccs2)N1c1ccc(N(C)C)cc1 (centres undefined),0.9,0,87,0,2,89,1,-1,4
CCC(C(=O)NC1CCCC1)n1c(SCc2cccc(C)c2)nc2ccncc21 (centres undefined),3.0,-9,100,-1,-6,98,6,-4,0
CCN(C(=O)/C=C/c1ccc2c(c1)OCO2)c1ccccc1,-0.3,-2,93,4,1,95,3,-2,2
O=C(Nc1cnc2sc3c(n2c1=O)CCCC3)c1ccc(F)cc1,0.5,13,103,-2,3,/,1,4,2
COc1ccc(NS(=O)(=O)c2cccc(C(=O)N3CCN(Cc4ccc5c(c4)OCO5)CC3)c2)cc1,0.4,34,93,-1,-5,101,-3,2,3
CCN(c1ccccc1)S(=O)(=O)c1csc(C(N)=O)c1,1.0,-11,101,-2,-1,100,-3,3,0
Cc1ccc(C)c(NC(=O)COC(=O)c2ccc3c(c2)OCCO3)c1,/,4,98,/,-3,104,-3,0,0

Further compounds.
SMILES,MEX-5 binding,VLA-4 inh,CIT2-GFP yeast,Fam108B counter,MCL1 BIM primary,AGP1 TOR yeast,GLD-1 TGE inh,Bcl-xL primary,GRK2 aptamer HTS
O=C(CSc1nnc(CNc2ccccc2)o1)N1CCN(C(=O)c2ccco2)CC1,-0.2,0,96,0,3,97,1,2,3
Cn1c(N)c(-c2ccccc2)c2ccc([N+](=O)[O-])cc2c1=O,2.8,-21,109,5,-92,102,-27,-36,2
COc1ccc(CN(C)Cc2nc(Cc3cccc(F)c3)no2)c2cccnc12,1.8,0,100,-2,-8,107,0,-4,2
O=C(CCn1c(=O)oc2ccccc21)Nc1cccc(Br)c1,0.5,-22,/,-1,-3,96,-1,-3,0
COc1ccc(S(=O)(=O)N(Cc2nc3ccccc3c(=O)[nH]2)C2CCCC2)cc1,-7.1,2,/,0,-3,103,12,-3,0
CC(C)Sc1oc(-c2ccco2)nc1S(=O)(=O)c1ccccc1,0.2,-6,92,0,-8,96,-4,-2,2
COC(=O)C1=C(C)NC(=O)CC1c1cc(Br)ccc1F (centres undefined),1.2,3,91,-1,1,98,-7,2,1
Cc1ccc(Cl)cc1NC(=O)c1cc(S(=O)(=O)N2CCOCC2)cn1C,1.2,14,92,-1,0,94,-1,-3,0
CC(=O)Nc1ccc(S(=O)(=O)N2CCN(CC3CC4C=CC3C4)CC2)cc1 (centres undefined),-3.6,-4,104,0,0,98,4,7,0
COc1cc(O)c(C(CCN2CCCCC2)c2ccc(N(C)C)cc2)c(OC)c1 (centres undefined),-4.4,3,100,1,7,106,4,4,2
CCOc1ccccc1N1CCN(CC(=O)Nc2nnc(CC)s2)CC1,1.0,6,93,4,-6,109,-2,-9,1
CCCc1cc(=O)[nH]c2nnc(SCC(=O)N3CC(C)OC(C)C3)n12 (centres undefined),-0.5,-1,86,1,4,100,0,9,1

(cont.)
SMILES,MEX-5 binding,VLA-4 inh,CIT2-GFP yeast,Fam108B counter,MCL1 BIM primary,AGP1 TOR yeast,GLD-1 TGE inh,Bcl-xL primary,GRK2 aptamer HTS
CCOC(=O)c1[nH]c2ccc(F)cc2c1N=C(C)N(CC)CC,0.0,6,93,1,5,100,6,4,1
O=C(NCc1ccco1)c1cc([N+](=O)[O-])ccc1Cl,3.2,15,112,-4,2,98,0,1,0
O=C(NCC(c1cccs1)N1CCOCC1)c1cc(S(=O)(=O)N2CCOCC2)ccc1F (centres undefined),1.2,14,111,-5,-3,106,0,1,1
O=C(NCc1ccc2c(c1)OCO2)C1CCCN(S(=O)(=O)c2cccc3nonc23)C1 (centres undefined),0.0,15,99,-21,-17,113,-7,-4,0
CCC1(CC)NC(=O)N(CC(=O)NC(=O)NCc2ccccc2)C1=O,-1.0,-2,104,-2,-21,105,3,-12,2
O=C(CSc1nc2ccc(Cl)cc2[nH]1)c1c[nH]c2ccccc12,-2.2,-21,103,-16,-5,94,4,-8,0
O=C(COc1ccc(Br)cc1Cl)NC1CCCCC1,0.0,4,87,5,1,92,6,2,2
N/C(Cn1cncn1)=N\OC(=O)c1ccc(Cl)cc1,2.0,12,102,-5,-6,97,-2,-9,2
CC(=O)c1cnc2nc(SCc3ccccc3)nn2c1C,0.0,0,102,0,3,103,4,-1,0
Cc1cccc(NC(=S)NNC(=O)c2cc3c(s2)CCC(C)C3)c1C (centres undefined),-3.1,-4,97,-4,11,87,9,1,0
Cc1ccc(OCC(=O)NC2CC(C)(C)NC(C)(C)C2)cc1C,1.6,2,106,2,-1,94,-2,-7,1
CCCc1cc(=O)oc2cc(OC(C)C(=O)NCC3CCC(C(=O)O)CC3)ccc12 (centres undefined),0.3,0,97,0,1,102,6,4,0

(cont.)
SMILES,MEX-5 binding,VLA-4 inh,CIT2-GFP yeast,Fam108B counter,MCL1 BIM primary,AGP1 TOR yeast,GLD-1 TGE inh,Bcl-xL primary,GRK2 aptamer HTS
O=C(CN1CCN(c2ccccc2F)CC1)c1ccc2c(c1)OCO2,-0.1,-5,101,-2,-1,104,5,10,5
COc1cccc(OC)c1C(=O)Nc1c(C)n(C)n(-c2ccccc2)c1=O,-1.5,0,81,-5,3,83,-2,1,3
Brc1ccc(CN2CCN(Cc3c[nH]c4ccccc34)CC2)cc1,-2.3,11,99,5,5,99,9,3,0
O=C(c1ccccn1)N1CCCC(N2CCN(Cc3ccc4c(c3)OCO4)CC2)C1 (centres undefined),1.8,19,91,0,4,95,5,4,4
CCCC1=C(C(=O)OCC)C(c2ccccc2OC)NC(=O)N1 (centres undefined),1.4,3,102,2,-3,99,0,-3,4
Cc1ccc(NC(=O)c2cccs2)cc1NC(=O)c1ccco1,0.6,2,94,-5,2,105,1,4,4
COC(=O)[C@H](Cc1ccccc1)NC(=O)NC(C)CCc1ccccc1 (some centres undefined),-1.6,-1,94,0,5,95,-1,2,2
CCN1CCN(C(=S)c2ccc(SC)cc2)CC1,2.4,23,105,4,0,102,3,5,1
CCn1nc(C(=O)N2CCc3ccccc32)c2ccccc2c1=O,/,-7,94,/,-10,92,1,-12,0
Cc1ccc(OCCn2cnc3c2c(=O)n(C)c(=O)n3C)cc1,-1.3,-1,112,0,-3,113,5,2,0
CC(C)CCn1c(SCCN2CCOCC2)nc2c1c(=O)[nH]c(=O)n2C,-0.8,5,?,4,0,?,0,3,0
COC(=O)CN1C(=O)C(C)(C)Oc2ccc(C(=O)NC3CCCC3)cc21,-0.5,11,98,-1,-4,102,-2,3,0

(list continues)
SMILES,MEX-5 binding,VLA-4 inh,CIT2-GFP yeast,Fam108B counter,MCL1 BIM primary,AGP1 TOR yeast,GLD-1 TGE inh,Bcl-xL primary,GRK2 aptamer HTS
CC(C)N(C(=O)CSc1nc2ccccc2n1-c1ccccc1)C(C)C,0.3,-15,104,1,-9,99,-4,-2,3
O=C(Nc1nnc(C2CC2)s1)c1ccc(Cl)c(S(=O)(=O)N2CCc3ccccc3C2)c1,2.8,8,103,-3,-1,101,6,1,1
CCOP(=O)(O)c1ccccc1OCCOc1ccccc1P(=O)(O)OCC,1.0,5,99,0,5,101,2,7,4
O=C(/C=C/c1ccco1)N(Cc1cccc(Br)c1)C1CCS(=O)(=O)C1 (centres undefined),3.5,-14,90,-3,3,94,-5,4,4
O=C(Nc1ccccc1C(=O)O)c1cc(S(=O)(=O)Nc2cccc(F)c2)ccc1Cl,1.3,2,107,-4,10,102,3,8,2
